# Tau fluor cs – counter-screen for tau fibril formation inhibitors. tau K18 P301L (four-repeat tau fragment) Alexa594 fluorescence, heparin fibrillization. AID 1463. Potency, µM (doses to about 57.7 µM), for the others: at the highest dose activity change, negative = decrease. actives 0.93% (n = 280,000); also: % is scaled to controls: 0 for no effect and ±100 for the full control effect; nearly all actives have a fitted effect of over 55% in size
#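 Human K18 P301L tau (15 uM unlabeled plus 0.24 uM Alexa 594-labeled, final) in 100 mM sodium acetate pH 7 was mixed with compound and 20 uM heparin and incubated 6 hr at 37 C.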
# GAA glycogen – alters human alpha-glucosidase cleavage of glycogen; P10253; recombinant GAA, glycogen substrate, Amplex Red glucose oxidase fluorescence; Potency, µM (doses to about 76.4 µM), inactives show top-dose activity change, negative = inhibition, usual class: inhibitors; actives 0.38% (n = 300,000);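 also: 0% = full enzyme reaction and -100% = no-enzyme basal signal; the screen sought inhibitors and activators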
#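 Recombinant human alpha-glucosidase (4 nM final) hydrolysed bovine liver glycogen (30 ug) for 40 min at 37 C in pH 5.0 citrate/phosphate with 0.01% Tween-20. Released glucose detected by glucose oxidase/Amplex Red, Ex 573/Em 610 nm. Compounds up to 77 uM; AC50 from Hill fits.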
# GLA spleen mod – inhibits or activates alpha-galactosidase in human spleen homogenate; P06280; Potency, µM (doses to about 80 µM), inactives show at the top dose activity change, negative = inhibition, actives largely listed as inhibitors; actives 0.008% (n = 240,000); human spleen homogenate, 4MU-alpha-Gal fluorescence, 40 min; AID 2107;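 also: 0% = enzyme with vehicle and -100% = no enzyme basal signal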
# Target sequence (P06280 32-429 limits assumed): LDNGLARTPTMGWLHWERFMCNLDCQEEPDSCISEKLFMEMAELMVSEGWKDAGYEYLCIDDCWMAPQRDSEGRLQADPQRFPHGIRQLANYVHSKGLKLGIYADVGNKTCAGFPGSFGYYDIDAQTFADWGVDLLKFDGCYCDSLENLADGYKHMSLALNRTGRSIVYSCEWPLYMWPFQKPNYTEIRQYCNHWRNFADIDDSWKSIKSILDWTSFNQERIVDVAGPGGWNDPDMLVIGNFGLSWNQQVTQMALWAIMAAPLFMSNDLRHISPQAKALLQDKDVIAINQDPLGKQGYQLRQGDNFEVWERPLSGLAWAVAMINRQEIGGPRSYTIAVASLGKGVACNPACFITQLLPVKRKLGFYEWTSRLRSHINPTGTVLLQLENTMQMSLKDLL
#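 qHTS titration in buffer at pH 5.0. Alpha-galactosidase activity in spleen homogenate was measured via 4-methylumbelliferone release from 1 mM fluorogenic substrate after 40 min at 37C and a pH 10 stop. AC50 came from Hill fits of control-normalized data.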
# Epigenetic reg – epigenetic control regulation, reporter derepression | murine LDR cells, GFP reporter derepression, 30 h | Potency, µM (highest dose often 53.9 µM), for the others: at the highest dose GFP activation, hits mostly activators | actives 0.2% (n = 280,000); also: % of control where 0% means no effect; nearly all actives have a fitted effect of over 60% in size
#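 Readout is the number of GFP-expressing murine LDR cells, counted by cytometry following washing. Cells were treated with compound for 30 h at 37 C; the stably integrated CMV-GFP locus is normally silent.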
# GAA inh – alpha-glucosidase (human) inhibition | P10253 | purified human GAA, 4-MU-alpha-glucoside fluorescence | Potency, µM (highest dose often 76.9 µM), without a hit: at the highest dose activity change, negative = inhibition, usual class: inhibitors | actives 0.005% (n = 200,000);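 also: plate controls were uninhibited enzyme wells for no effect and no-enzyme background for full effect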
#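 Fluorescence at Ex 365/Em 440 nm from 4-methylumbelliferone reported enzyme activity after 20 min at room temperature. Reactions used 4 nM enzyme and 400 uM substrate at pH 5.0; curves fitted with the Hill equation.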
# ALDH1A1 inh – inhibitors of human aldehyde dehydrogenase 1A1. P00352. Purified ALDH1A1, NADH fluorescence, propionaldehyde substrate. Potency, µM (series often up to 75.3 µM), inactives show at the highest dose activity, negative = inhibition, usual class: inhibitors. actives 7.3% (n = 220,000). AID 1030; active = well fitted inhibition curve with a large enough effect, not every such curve was filed as active; inconclusive = small, poorly fitted or top-dose-only effect, or another doubt; inactive = no such curve, though single readings can be large or run the other way;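 also: plate controls were no enzyme wells and a reference inhibitor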
# Target sequence (P00352 whole entry, looked up): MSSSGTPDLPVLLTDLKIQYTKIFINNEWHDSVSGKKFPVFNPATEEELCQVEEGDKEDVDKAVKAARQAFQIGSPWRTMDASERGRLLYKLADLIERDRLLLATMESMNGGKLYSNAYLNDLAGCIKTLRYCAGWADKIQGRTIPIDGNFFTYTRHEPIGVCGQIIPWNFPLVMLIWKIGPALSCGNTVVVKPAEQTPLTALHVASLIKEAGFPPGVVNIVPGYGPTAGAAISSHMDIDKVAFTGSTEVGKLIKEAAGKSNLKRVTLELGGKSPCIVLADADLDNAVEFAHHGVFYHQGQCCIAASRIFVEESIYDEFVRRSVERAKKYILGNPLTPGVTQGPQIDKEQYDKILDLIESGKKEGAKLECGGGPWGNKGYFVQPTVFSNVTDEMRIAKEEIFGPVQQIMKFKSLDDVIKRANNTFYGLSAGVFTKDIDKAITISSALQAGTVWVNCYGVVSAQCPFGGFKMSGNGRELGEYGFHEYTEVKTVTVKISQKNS
# NPSR antagonist – blocks cAMP signaling of the human neuropeptide S receptor; Q6W5P4; Potency, µM (titrated, usually from 38.3 µM), without a hit: at the highest dose activity change, negative = inhibition, most hits filed as inhibitors; AID 1461; CHO-NPSR cells, cAMP TR-FRET, antagonist mode; actives 1% (n = 220,000); also: % is scaled to controls: 0 for no effect and ±100 for the full control effect; nearly all actives have a fitted effect of over 50% in size; many of its hits are not listed in these tables
# aGlu spleen mod – inhibits or activates alpha-glucosidase in human spleen homogenate | actives 0.006% (n = 240,000) | AID 2112 | Potency, µM (series often up to 79.9 µM), for inactives: at the highest dose activity change, negative = inhibition, actives largely listed as inhibitors | human spleen homogenate, 4-MU-alpha-glucoside fluorescence;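 also: 0% = enzyme with vehicle and -100% = no enzyme basal signal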
#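 Compounds were titrated against alpha-glucosidase in spleen homogenate at pH 5.0, with 1 mM 4-methylumbelliferyl substrate for 40 min at 37 C. Reactions were quenched with pH 10 NaOH/glycine and fluorescence measured.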
# The depositor's hits bear a star; ? = inconclusive; nt = not tested or not shown; [ ] = another dose, or the depositor's remark. Unless noted, calls follow the shape of the dose curve; as a rule, active = well fitted curve in the direction sought with a large enough effect; inconclusive = small, poorly fitted or top-dose-only effect, or another doubt; inactive = no such curve, though single readings can be large; an effect the other way counts as inactive or inconclusive. Potency is read from the fitted curve at half-maximal effect. This is a subset; count on the stated rates, not on these rows.
SMILES,Tau fluor cs,GAA glycogen,GLA spleen mod,Epigenetic reg,GAA inh,ALDH1A1 inh,NPSR antagonist,aGlu spleen mod
CCOc1ccc(-c2nc(C#N)c(NC3CC3)o2)cc1,-28.6%,-26.5%,13.1%,-1.0%,2.7%,?,2.1%[46.1 µM],11.6%
O=C(c1ccc(S(=O)(=O)N2CCCC2)cc1)N1CCN(Cc2ccc3c(c2)OCO3)CC1,-2.1%,3.5%,-13.5%,-1.1%,-4.0%,?,-21.3%[46.1 µM],-18.2%
O=c1c2cc(NC(=S)NC3CCCCC3)ccc2nc2n1CCCCC2,-28.1%,-2.6%,6.9%,-1.5%,-14.0%,?,-10.0%,8.0%
CCOC(=O)C(c1ccccc1)C(Nc1ccccc1)c1ccccn1 (configuration not stated),7.4%,-1.4%,7.6%,6.5%,-5.4%,12.5%,43.9%,1.3%
Cc1cc(NC(=O)CSc2nncn2N)no1,4.3%,-8.5%,-6.2%,-3.0%,-0.4%,0.2%,13.7%,5.1%
CC1(C)CC(=O)C(C=Nc2cccnc2/N=C/C2=C(O)CC(C)(C)CC2=O)=C(O)C1,-4.4%,-15.2%,6.3%,-5.3%,-5.9%,2.24µM*,17.1%,0.0%
FC(F)(F)Oc1ccc(NC(=S)Nc2ccccc2N2CCOCC2)cc1,-27.4%,-10.7%,?,-1.3%,-7.4%,?,8.3%,2.0%
NS(=O)(=O)c1ccc(NC(=S)NCc2ccc(Cl)cc2)cc1,-14.9%,5.7%,9.5%,-1.1%,5.8%,22.4µM*,-20.0%[46.1 µM],2.8%
Cc1ccc(NC(C#N)c2ccccc2OCc2ccccc2)cc1 (configuration not stated),-6.5%,7.1%,0.9%,0.0%,2.2%,?,-4.4%[46.1 µM],-3.4%
Cc1ccc(C(O)CSc2nnc(-c3ccc4ccccc4c3)n2C)cc1 (configuration not stated),-10.9%,5.4%,1.9%,-0.3%,nt,nt,-3.3%[7.67 µM],4.2%
Cc1cccc(C)c1NC(=O)CSc1nnc(-c2cccnc2)o1,-0.6%,9.1%,2.2%,2.2%,4.0%,-4.7%,8.2%,-21.7%
Cc1c(C2C(C#N)=C(N)N(c3cccc([N+](=O)[O-])c3)C3=C2C(=O)CCC3)cnn1C (configuration not stated),-0.6%,-28.5%,-1.7%,5.9%,?,-1.4%,-12.8%,-0.2%
NNC(=O)CSc1nc(-c2ccccc2)nc2c1CCCC2,-4.1%,3.2%,10.6%,1.3%,7.0%,2µM*,-1.3%,6.0%
N/C(=N\OC(=O)c1ccc(Cl)c(Cl)c1)c1cccc(CSc2ccccn2)c1,?,1.0%,2.7%,1.4%,nt,nt,1.9%[7.67 µM],-2.6%
O=C1N(Cc2cccnc2)C[C@@H]2C[C@@H](c3ccc(C(F)(F)F)cc3)N3CCC[C@@]123,-0.5%,6.8%,-5.8%,12.0%,1.6%,-11.4%,14.1%,-6.7%
Cc1nnc(NC(=O)c2ccc(C)c(S(=O)(=O)N3CCCCCC3)c2)s1,-17.8%,0.5%,-5.1%,-1.1%,-0.1%,-2.4%,-9.0%[46.1 µM],-4.4%
Cc1cc2cc(C)c3nnc(SCC(=O)Nc4ccc(S(=O)(=O)N5CCCCC5)cc4)n3c2cc1C,-16.9%,5.4%,6.2%,2.8%,-1.2%,?,-9.5%,3.6%
CCn1c(C)[n+](CC)c2ccc(S(=O)(=O)NC)cc21,4.1%,3.6%,-2.4%,0.2%,7.3%,3.3%,11.7%,-6.0%
CCOC(=O)N1CCN(c2cc(=O)n(-c3ccccc3Cl)c(=O)[nH]2)CC1,-6.5%,3.7%,3.8%,0.8%,-9.8%,-3.5%,0.3%[46.1 µM],0.8%
CC(C)OC(=O)CSc1nnc(-c2cnccn2)n1C,-0.7%,3.3%,-2.8%,0.0%,-0.4%,-14.1%,-9.7%[46.1 µM],-2.9%
O=[N+]([O-])/C(N=Nc1ccccc1)=N\Nc1ccccc1,-4.4%,-2.3%,-5.3%,2.1%,?,14.1µM*,12.4%,-3.5%
CCN(CC)c1nc(-c2ccccc2)ncc1S(=O)(=O)c1ccc(C)cc1,-13.1%,3.3%,-1.1%,-1.2%,nt,?,?,-2.6%
COc1cccc(/C=N/NC(=O)CNC(=O)c2ccc3c(c2)OCCO3)c1O,-16.1%,-5.5%,-11.3%,1.1%,-10.3%,-6.4%,10.1%,-6.4%
COc1ccccc1N1CCN(C2CCN(C3CCC(c4ccccc4)CC3)CC2)CC1 (configuration not stated),-8.6%,1.8%,-4.6%,-0.4%,0.2%,?,29.9%,-2.7%
O=C(CSc1nnnn1-c1ccccc1)N1CCN(C(=O)c2ccco2)CC1,1.1%,-0.7%,3.8%,0.9%,5.3%,?,-3.3%[46.1 µM],-0.5%

# Part of the list above, showing only NPSR antagonist:
Molecule,NPSR antagonist
O=c1c2cc(NC(=S)NC3CCCCC3)ccc2nc2n1CCCCC2,-10.0%
CCOC(=O)C(c1ccccc1)C(Nc1ccccc1)c1ccccn1 (configuration not stated),43.9%

# Exported with bars between the fields: part of the list above
smiles | Tau fluor cs | GAA glycogen | GLA spleen mod | Epigenetic reg | GAA inh | ALDH1A1 inh | NPSR antagonist | aGlu spleen mod
Cc1cc(NC(=O)CSc2nncn2N)no1 | 4.3% | -8.5% | -6.2% | -3.0% | -0.4% | 0.2% | 13.7% | 5.1%
CC1(C)CC(=O)C(C=Nc2cccnc2/N=C/C2=C(O)CC(C)(C)CC2=O)=C(O)C1 | -4.4% | -15.2% | 6.3% | -5.3% | -5.9% | 2.24µM* | 17.1% | 0.0%

# Later entries
SMILES,Tau fluor cs,GAA glycogen,GLA spleen mod,Epigenetic reg,GAA inh,ALDH1A1 inh,NPSR antagonist,aGlu spleen mod
COc1nc(N/N=C/c2ccc(C)cc2)nc(N2CCCCC2)n1,-4.0%,-7.7%,0.1%,-1.1%,-20.5%,13.1%,8.8%,2.4%
O=C(/C=C\c1ccco1)Nc1nc(-c2ccc3ccccc3c2)cs1,-0.1%,-18.9%,8.0%,-2.4%,3.6%,nt,1.6%[46.1 µM],-0.9%
O=C(O)/C=C/C(=O)Nc1ccc(OC(F)(F)Cl)cc1,6.3%,-3.6%,-3.3%,6.3%,2.1%,25.1µM*,20.0%,-1.0%
COc1ccc(N2CCN(C(=O)CCc3c[nH]c4ccccc34)CC2)cc1,-11.7%,15.3%,4.3%,1.5%,-6.4%,16.9%,-3.4%,6.9%
c1ccc2cc(CNCc3cccc4ccccc34)ccc2c1,-18.1%,9.2%,-2.2%,-3.6%,nt,nt,18.8%,-0.3%
COc1cccc(/C=N/NC(=O)C(=O)Nc2ccccc2OC(F)(F)C(F)F)c1,0.5%,-0.2%,8.4%,-1.1%,-1.0%,11.0%,-1.2%,-12.3%
O=C(CSc1nc2ccc(Cl)cc2[nH]1)NC1CCCc2ccccc21 (configuration not stated),?,12.7%,-13.3%,1.1%,2.7%,-13.2%,-3.4%,-10.6%
CCOC(=O)C1=C(c2ccccc2)OC(N)=C(C#N)C1c1ccco1 (configuration not stated),-14.6%,9.8%,2.0%,-0.9%,0.4%,-13.3%,-14.5%[46.1 µM],0.1%
CCOc1ccc2c(c1)c1nnc(SCC(=O)N3CCCCC3C)nc1n2C (configuration not stated),3.2%,-2.2%,5.4%,0.0%,-2.6%,12.6µM*,?,1.2%
CCn1c(=O)c2c(nc3n2CC(C)CN3CCc2ccccc2)n(C)c1=O (configuration not stated),-18.2%,-8.5%,6.1%,4.2%,-11.9%,?,-29.0%[46.1 µM],1.2%
C/C(=N/OCC(=O)Nc1ccccc1)c1cccs1,-1.1%,8.1%,2.9%,2.9%,6.5%,13.9%,-0.9%[46.1 µM],-11.1%
C[C@@H]1CN(C2CCN(Cc3nc(C(c4ccccc4)c4ccccc4)no3)CC2)C[C@H](C)O1,-8.3%,-11.4%,2.1%,0.0%,9.2%,8.7%,1.1%,0.8%
O=C1N=C(N2CCN(Cc3ccccc3)CC2)S/C1=C/c1cccs1,-7.4%,-26.5%,-6.5%,1.1%,nt,nt,18.6%,-0.8%
CC1CC(C)(C)NC(=S)N1CCCC(=O)Nc1ccc2c(c1)OCCO2 (configuration not stated),5.2%,3.9%,0.1%,-4.3%,0.8%,?,6.9%,3.5%
CC1CCN(CC(=O)c2cccs2)CC1,1.1%,-5.8%,0.7%,-0.1%,-0.5%,?,18.1%,1.7%
COc1ccc(S(=O)(=O)NNC(=O)c2cc3cc4ccccc4nc3s2)cc1,?,12.5µM*,-12.1%,0.0%,?,?,-7.0%[46.1 µM],0.1%
Cn1cc(/C=N/NC(=O)c2ccc(C#N)cc2F)c2ccccc21,?,18.8%,-7.0%,-0.2%,9.9%,-7.0%,-3.3%,3.1%
Cc1ccc(O)c(C(CC(=O)NC(C)C)c2ccccc2)c1 (configuration not stated),-1.0%,-26.0%,-1.7%,-1.5%,-27.3%,14.7%,17.1%,-5.2%
COc1ccc(OC)c(NC(=O)Cn2cc(C#N)c3ccccc32)c1,-19.7%,-1.9%,5.6%,2.9%,-16.9%,-3.2%,-9.1%[46.1 µM],-6.7%
NC(=O)COC(=O)CCCc1c[nH]c2ccccc12,-8.7%,2.0%,3.2%,1.0%,-5.6%,24.2%,9.7%[46.1 µM],-0.8%
CC(C)C[C@H](NC(=O)Nc1cccc(C(F)(F)F)c1)C(=O)O,3.1%,0.6%,-3.2%,0.0%,2.9%,8.0%,-2.9%[46.1 µM],-18.9%
COc1ccc(OC)c(NC(=O)C(=O)NNC(=O)c2cccs2)c1,-10.9%,3.3%,-2.6%,1.0%,-5.0%,?,5.2%[46.1 µM],-2.6%
CC(=O)c1cccc(NC(=O)N2C3CCC2CC(O)(c2cccnc2)C3)c1 (configuration not stated),1.6%,9.2%,6.5%,-5.9%,-2.9%,6.9%,9.4%[46.1 µM],-1.3%
Cc1onc(-c2ccccc2)c1C(=O)Nc1ccc(S(=O)(=O)N2CCCCC2)cc1,-28.7%,-12.3%,1.6%,0.0%,0.0%,-6.0%,-20.6%,-1.1%
COC(=O)c1ccccc1NC(=S)NC(NC(=O)c1ccco1)C(Cl)(Cl)Cl (configuration not stated),?,-6.2%,1.0%,2.4%,3.3%,?,-18.5%[46.1 µM],1.4%
CCCCC(=O)NCCc1ccc(OC)cc1,-1.6%,0.9%,5.0%,1.1%,-0.1%,3.5%,-12.2%[46.1 µM],2.4%
O=[N+]([O-])c1ccc(-c2cn3c(n2)CCC3)cc1,-15.6%,4.2%,-5.6%,0.1%,nt,nt,-14.9%,2.3%

# Screening results as filed in PubChem.
